# Assay outcomes from PubChem BioAssay.
# RmlC RmlD mix = mixture blocks RmlC and RmlD coupled enzyme activity; RmlC/RmlD coupled enzyme inhibition, 384-well mixture HTS; inhibition, % at 5.5 µM; 110,000 compounds, 0.39% hits; AID 1532; in the data active means inhibition above about 30%, passing the limit was not always enough; inconclusive means no clear call, values can overlap the other calls; further: strong numbers were not always called active
# RT RNaseH block = blocks HIV-1 RNase H cleavage of RNA/DNA duplex. P04585. RT-RNase H RNA/DNA duplex cleavage, fluorescence. inhibition, % at 10 µM. 65,000 compounds, 1.9% hits; in the data active means inhibition above about 50%
# The depositor's hits bear a star; ? = inconclusive; · = not tested or not shown; & = joins results of further samples. An excerpt, so the mix of outcomes need not match the whole.
No.	Structure	RmlC RmlD mix	RT RNaseH block
1	COC(=O)c1sccc1NC(=O)c1ccc(C)s1	-13.7	·
2	CC(C)(C)c1cc2cccnc2n1Cc1cccc(Cl)c1	-7.7	·
3	CN(C)S(=O)(=O)n1ccnc1	-3.8	·
4	CC(C)Cc1nc(S(=O)(=O)c2ccc(Cl)cc2)c(N2CCOCC2)o1	-7.1	3.3
5	CC(C)OCCCNc1ncnc2c1[nH]c1ccc(F)cc12	4.0	2.5
6	COc1ccc(C2N(c3ccccn3)C(=O)C3CCCN32)c(OC)c1 (configuration not stated)	-9.3	-15.5
7	CCOC(=O)N1CCC(NC(=O)c2ccc(CS(=O)(=O)c3ccccc3C)o2)CC1	5.0	-4.2
8	O=C(CCc1ccccc1)Nc1cc(C(F)(F)F)ccc1Cl	-3.0	·
9	CCOc1ccccc1NC(=O)CCN1CCN(S(=O)(=O)c2ccc(OC)cc2)CC1	·	-12.3
10	CCOC(=O)Cn1nnnc1C(CC)N(Cc1cc2ccc(C)cc2[nH]c1=O)C1CCCC1 (configuration not stated)	131.2	11.5
11	COC(=O)C(Cc1cnc(Cl)s1)(C(=O)OC)c1ccc(C(F)(F)F)cc1[N+](=O)[O-]	-8.9	·
12	Cc1cccc(COCC(Cc2ccccc2)N2CCN(C(=O)c3cc(Cl)cc(Cl)c3)CCC2=O)c1 (configuration not stated)	-1.2	·
13	CCCCN1CC[C@H]2C=CC[C@@H](C(=O)N3CCN(c4ccccc4)CC3)[C@H]2C1=O	-12.3	·
14	Cc1nc2c(Br)cc(Br)cc2cc1O	-16.3	·
15	Cc1n[nH]c(=O)nc1N1CCN(c2ccccc2)CC1	-3.0	-1.8
16	Oc1ccc2ccccc2c1C=Nc1cc(C(F)(F)F)ccc1N1CCCC1	9.8	·
17	c1ccc2[nH]c(NCCCN3CCOCC3)nc2c1	-14.0	-4.0
18	COc1ccccc1OCc1ccc(C(=O)NCC2CCCO2)o1 (configuration not stated)	13.4	·
19	CCn1c2ccccc2c2cc(NC(=O)COc3ccc(OC)cc3)ccc21	9.2	·
20	O=c1oc2ccccc2c(Nc2cccc3ccccc23)c1[N+](=O)[O-]	-9.3	·
21	O=C(Nc1ccccc1-c1ccccc1NC(=O)c1ccco1)c1ccco1	1.1	·
22	CCOC(=O)c1sc(NC(=O)c2cccc(S(=O)(=O)N3CCN(C)CC3)c2)cc1C	-0.2	-9.3
23	N#Cc1sc2nc(-c3cccs3)cc(-c3ccc(Cl)cc3)c2c1N	-0.3	·
24	COc1ccc(NC(=S)N2CCC(C(=O)N3CCCCCC3)CC2)cc1	6.8	·
25	Cc1cc2c(n1-c1ccc(Cl)cc1)CC(C)(C)CC2=O	3.4	·
26	O=c1cc(CSc2nnc(-c3cccnc3)n2-c2ccccc2F)nc2sccn12	4.4	·
27	COc1ccc(OC)c2[nH]c(=O)c(CCNC(=O)c3ccc(S(=O)(=O)N4CCCC4)cc3)cc12	·	-15.8
28	CCOC(=O)Cn1c(=O)oc2cc(S(=O)(=O)Nc3ccc(F)cc3)ccc21	3.1	-6.8
29	Cc1ccccc1NC(=O)Cc1nnc(SCC(=O)N2CCN(c3ccccc3)CC2)n1C	·	1.5
30	O=C(CN(C(=O)CCC(=O)Nc1nccs1)c1ccccc1F)NCC1CCCO1 (configuration not stated)	9.1	6.1
31	COC(=O)c1oc2ccc(Br)cc2c1-n1cccc1	9.2	-43.1
32	Cc1ccc(P(=Nc2ccccc2)(N2CCOCC2)N2CCOCC2)o1	-7.8	-1.1
33	CC1CCN(c2ccc(C(=O)NCc3cccs3)cn2)CC1	8.0	-5.3
34	Cc1nnc(NCc2ccco2)s1	4.1	·
35	O=C(CN1CCN(Cc2ccc(Cl)cc2)C1=O)NCCCN1CCN(c2ccc(F)cc2)CC1	0.4	·
36	Cc1ccc(C(=O)CSc2ncnc3sc4c(c23)CCC(C)C4)cc1 (configuration not stated)	6.1	·
37	Cc1ccc(-n2c(=O)[nH]cc(C(=O)Nc3ccc4c(c3)OCCO4)c2=O)cc1C	10.5	-17.1
38	Cc1cc(C)n(-c2nc3c(c(=O)n(Cc4ccc(Cl)c(Cl)c4)c(=O)n3C)n2C)n1	·	28.4
39	CCOc1cc(CNCCN(C)C)c(Cl)cc1OCC(=O)NCCc1ccccc1	-8.8	·
40	CC(C)N(Cc1ccccc1)C(=O)COC(=O)c1ccc2c(c1)OCCO2	3.4	2.1

# 4 entries from above, field by field:
10. CCOC(=O)Cn1nnnc1C(CC)N(Cc1cc2ccc(C)cc2[nH]c1=O)C1CCCC1 (configuration not stated)
- RmlC RmlD mix: 131.2
- RT RNaseH block: 11.5

11. COC(=O)C(Cc1cnc(Cl)s1)(C(=O)OC)c1ccc(C(F)(F)F)cc1[N+](=O)[O-]
- RmlC RmlD mix: -8.9
- RT RNaseH block: ·

12. Cc1cccc(COCC(Cc2ccccc2)N2CCN(C(=O)c3cc(Cl)cc(Cl)c3)CCC2=O)c1 (configuration not stated)
- RmlC RmlD mix: -1.2
- RT RNaseH block: ·

13. CCCCN1CC[C@H]2C=CC[C@@H](C(=O)N3CCN(c4ccccc4)CC3)[C@H]2C1=O
- RmlC RmlD mix: -12.3
- RT RNaseH block: ·

# (list continues)
No.	Structure	RmlC RmlD mix	RT RNaseH block
41	CC1CN(c2oc(COc3ccc(Cl)cc3Cl)nc2C#N)CC(C)O1 (configuration not stated)	-6.7	-26.9
42	COCCCC/C(=N\OCCN)c1ccc(C(F)(F)F)cc1	-13.1&-12.1&-19.0	-7.3
43	CCOc1ccc(-c2nc(-c3ccccc3)no2)cc1OCC	3.3	11.9
44	Cn1c(SCC(=O)N2CCCCC2)nc2c([nH]c3ccccc32)c1=O	-13.5	-6.8
45	CC(C)(C)/C(O)=C(/C#N)c1nc2ccccc2[nH]1	11.1	-1.8
46	CCOC(=O)c1cccc(NC(=O)c2c(N)n(C)c(=O)[nH]c2=O)c1	21.5	·
47	Cc1ccc(S(=O)(=O)NCC(=O)OC2CCOC2=O)cc1 (configuration not stated)	1.1	-7.2
48	Cc1cc(C)n2cc(CSc3nc4cc(Cl)ccc4o3)nc2n1	·	-45.2
49	CCC(C)NC(=O)c1ccc(COc2ccccc2Cl)cc1 (configuration not stated)	-0.3	·
50	CN1CCN(C(=O)C2=C[C@H](c3csc4ccccc34)C[C@H](OCc3ccc(CO)cc3)O2)CC1	11.7	·
51	c1ccc2sc(SCc3ccc(-c4nnco4)cc3)nc2c1	-7.8	-20.4
52	Cc1ccc2cc(C)c3nnc(SCC(=O)N4CCN(C(=O)c5ccco5)CC4)n3c2c1	-6.8	·
53	COC(=O)/C=C1/S/C(=N/NC(=O)c2ccccc2)NC1=O	11.0	·
54	O=C1CC(c2ccc3c(c2)OCO3)CN1 (configuration not stated)	-9.6	-1.9
55	COC(=O)c1ccc2c(=O)n(CCN3CCOCC3)c(=S)[nH]c2c1	-0.6	-11.4
56	COc1ccc(-c2ccc(SCC(=O)N3CCCC3)nn2)cc1OC	4.7	89.6*
57	COc1ccc(N2CCN(C(=O)CSc3ccccc3N)CC2)cc1	-10.8	28.5
58	Cn1c(SCC(=O)N(Cc2ccccc2)C(C)(C)C)nc2ccccc21	13.0	·
59	COc1cc(CNn2cnnc2)ccc1OCC(=O)NC1CCCCC1	-16.4	·
60	CCCN1Cc2cccc(C(=O)NCCCOC(C)C)c2C1=O	12.5	13.8
61	Cc1ccc(N2C(=O)[C@@H]3C(c4ccc(F)cc4)=NO[C@@H]3C2=O)cc1	4.5	2.4
62	COC(=O)c1ccccc1NC(=O)CCS(=O)(=O)c1ccc(Br)s1	-17.3	·
63	O=C1NC2(CCCCC2)Cc2ccccc21	5.8	-6.2
64	O=C(CCN1c2ccccc2Sc2ccccc21)OCC(=O)N1CCN(C(=O)c2ccco2)CC1	-8.3	23.4
65	Cc1ccc(C2C=C(c3ccc4c(c3)OCO4)Nc3ncnn32)cc1 (configuration not stated)	·	-9.0
66	Cn1nc(C(F)(F)F)c(/C=N/OC(=O)c2ccccc2)c1SCc1ccccc1Cl	-14.6	·
67	O=C(Nc1ccc2c(c1)OCO2)C(c1ccc(Cl)cc1)N1CCC2(CC1)OCCO2 (configuration not stated)	-0.7	-2.5
68	COC(=O)CNC(=O)c1ccccc1C	-15.3	·
69	CCOCCN1CCN(c2c3c(nc4cc(-c5ccc(F)cc5)nn24)CCC3)CC1	10.9	1.0
70	CC(C)c1ccc(O)c(NC(=O)c2ncn[nH]2)c1	-6.8	-9.0
71	NC(=O)c1ccccc1NS(=O)(=O)c1ccccc1	5.3	·
72	CCOC(=O)c1nnn(-c2nonc2N)c1CSc1ccccn1	17.4	-38.5
73	COC(=O)Sc1nnc(-c2ccc(Br)cc2)o1	16.9	-5.8
74	CN(C)C(CNC(=O)CCCOc1ccccc1)c1ccco1 (configuration not stated)	-68.2	·
75	CC(C)CNC(=O)CCCc1c[nH]c2ccccc12	4.6	·
76	CCOc1ccc(NC(=O)NCC2CCN(c3ccc(OC)cc3)C2)cc1 (configuration not stated)	-18.9	·
77	COc1ccc(CCNC(=O)c2nnn(-c3ccc4c(c3)OCCO4)c2N)cc1OC	-12.6	-8.8
78	COc1ccc(CNC(=O)CSc2nnnn2-c2ccccc2)cc1	6.1	-26.2
79	O=C(O)c1ccccc1NS(=O)(=O)c1cccc(C(F)(F)F)c1	0.7	·
80	CCOC(=O)c1c(C#N)c(SCC(=O)Nc2ccc(OC)cc2)nc2c1CN(CC)CC2	2.0	-0.4
81	CCOc1cccc(-c2nnc3sc(COc4ccc(OC)cc4)nn23)c1	-40.6	1.3
82	COCCNC(=O)CN(CC1CCCO1)C(=O)CCC(=O)Nc1ccccn1 (configuration not stated)	3.5	-1.7
83	c1ccc2c(N3CCCCC3)ncnc2c1	8.2	·
84	COCCN(CCOC)c1ncc(Cl)c(C(=O)c2c(C)cc3ccccn23)n1	-9.8	-27.7
85	O=C(Cn1cnc2sc3c(c2c1=O)CCCC3)NCCC(=O)N1CCC2(CC1)OCCO2	0.4	-14.9
86	CCN1CCN(c2cc(C)c3cc(NC(=O)c4cncc(Br)c4)ccc3n2)CC1	·	40.2
87	CCN1CCN(Cc2cc(=O)oc3cc4c(cc23)CCC4)CC1	15.1	-5.0
88	CCOC(=O)/C(=N/Nc1ccc(C)cc1)S(=O)(=O)c1ccc(Cl)cc1	5.8	·
89	Cc1nn(C)c(C)c1S(=O)(=O)N1CCC(C(=O)NC2CCCCCC2)CC1	-25.9	-8.9
90	O=C1CCCC2=C1C(c1ccccc1)C1=C(CCCC1=O)O2	·	-39.0

# Further entries follow:
No.	Structure	RmlC RmlD mix	RT RNaseH block
91	COc1ccc(-n2c(=O)c3c4c(sc3n3c(C)nnc23)COC(C(C)C)C4)cc1 (configuration not stated)	·	-6.1
92	CCSc1nnc(NC(=O)CCNS(=O)(=O)c2cc(Br)cnc2N)s1	-6.3	-23.5
93	Cc1ccc(Cc2c(C)nc3nc(SCC(=O)NCCN4CCOCC4)nn3c2C)cc1	-6.8	·
94	Cc1cc(C)cc(-n2nnnc2SCC(=O)Nc2nc(-c3ccc(Cl)cc3)cs2)c1	-12.1	·
95	CCC(=O)Nc1nnc(SCC(=O)N2c3ccccc3CC2C)s1 (configuration not stated)	18.3	·
96	CCOC(=O)COc1c(OC)cc(Cl)cc1C1Nc2ccccc2C(=O)N1c1cccc(C)c1 (configuration not stated)	-41.9	·
97	COc1ccc(OC)c(-c2cc(C(=O)Nc3sc4c(c3C#N)CCC(C)C4)c3ccccc3n2)c1 (configuration not stated)	13.7	·
98	CN(c1ccccc1C(=O)NCc1ccccn1)S(C)(=O)=O	4.7	13.2
99	CCc1ccc(CN2CCN(C(=O)c3cccc(OC)c3OC)CC2)cc1	9.3	·
100	Cc1ccc2c(c1)-c1c(cnn1CC(=O)NC(C)CCc1ccco1)CO2 (configuration not stated)	6.8	17.3

# Along the list, as entered above:
# Compounds 91–100 in RmlC RmlD mix, in turn: ·, -6.3, -6.8, -12.1, 18.3, -41.9, 13.7, 4.7, 9.3, 6.8

# Remaining list, next part:
No.	Structure	RmlC RmlD mix	RT RNaseH block
101	COc1ccc(NC2=CC(=O)CC(C)(C)C2)cc1OC	-3.6	-4.5
102	CCOC(=O)C1=C(c2ccccc2)NC(SCC(=O)Nc2cccc(C)c2)=C(C#N)C1c1ccco1 (configuration not stated)	?	6.6
103	CCS(=O)(=O)N1CCN(C(=O)c2ccc(-c3ccccc3)cc2)CC1	6.7	9.2
104	CN(C)C(=O)N1CCCC(C(=O)NCc2ccccc2)C1 (configuration not stated)	-3.7	-3.9
105	Cc1ccc(Cn2cc(SCC(N)=O)c3ccccc32)cc1	12.9	·
106	COc1ccc(S(=O)(=O)NCc2ccc(C(=O)N3CCN(c4ccccn4)CC3)cc2)cc1	-20.0	-20.7
107	O=C(O)CCN1C(=O)NC2(CCCC2)C1=O	0.2	1.7
108	CCCCCc1c2c(cc(O)c1C(=O)O)OC(=O)c1c(cc(OC)cc1C(=O)CCCC)O2	-11.8	·
109	COc1ccc(CC(=O)Nc2cc(C)c3c(=O)oc4ccccc4c3n2)cc1	6.8	8.3
110	CC(=O)Oc1ccc2nc(-c3cccs3)oc(=O)c2c1	8.3	·
111	Cc1cc(C)nc(SC2CCOC2=O)n1 (configuration not stated)	4.0	-3.8
112	Cc1[nH]c(-c2ccc3c(c2)OCO3)nc1C(=O)O	-10.3	·
113	Oc1ccc(/C=N/NP(=S)(c2ccccc2)c2ccccc2)c(O)c1O	1.7	·
114	CC(=O)c1cc(C#N)c(Oc2ccccc2)nc1C	-5.8	·
115	CC(Cc1c[nH]c2ccccc12)NC(=O)C1CCCNC1=O (configuration not stated)	13.1	-2.2
116	COc1ccc(S(=O)(=O)N[C@@H](Cc2ccc(Cl)cc2)C(=O)N2CC[C@@]3(O)CCCC[C@H]3C2)cc1	8.2	·
117	CCCOc1ccc(/C(O)=C2/C(=O)C(=O)N(CCCn3ccnc3)C2c2cccs2)cc1 (configuration not stated)	·	23.6
118	NC(=O)C1CCN(C(=O)c2ccc(NC3=NC4CS(=O)(=O)CC4S3)cc2)CC1 (configuration not stated)	-9.1	·
119	CCN(CC)c1ccc(CN(C)CCc2ccc(OC)c(OC)c2)cc1	7.7	·
